mABHD4 FP: inhibitors of mouse ABHD4 | Q8VD66 | purified mABHD4, FP-Rh probe fluorescence polarization | inhibition, % at 8.92 µM | 370,000 tested, 0.54% active | AID 720543;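 active means inhibition exceeding the mean over every tested compound plus 3 SD, cut at about 30% in these data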;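 further: 0% = plate median of compound wells and 100% = S159A mutant with DMSO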
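Test system: mABHD4 protein | Buffer or medium: HEPES pH 7.0 buffer, 150 mM NaCl, 0.01% Pluronic F-127 | Probe or stimulus: FP-Rh fluorescent activity-based probe, added after compound pre-incubation | Timing: Pre-incubation 45 min, probe exposure 60 min, at 25 °C | Technique: Fluorescence polarization, excitation 525 nm, emission 598 nm, BODIPY TMR filters | Repeats: Single well per compound (singlicate)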
LEDGF integ inh: blocks HIV-1 LEDGF/p75-dependent DNA integration; 370,000 tested, 0.64% active; inhibition, % at 3.7 µM; AID 743269; TR-FRET IN-LEDGF/p75 DNA integration, Eu/Cy5;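 active means inhibition above the screen-wide mean plus 3 SD, cut at about 13% in these data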;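 further: signal is the Cy5 over europium emission ratio at 671 and 618 nm; 0% = plate median of compound wells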
TCR-CD3 inh: human TCR-CD3 binding inhibition; AID 651800; 360,000 tested, 0.37% active; TAMRA-labeled TCR probe fluorescence, biochemical; inhibition, % at 9.4 µM; in the data active means inhibition above about 19%;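 further: recombinant mutant TCR 2C K166C tagged with TAMRA read by polarization; 0% = receptor in buffer alone and 100% = receptor with positive control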
Rev-erbA mod: modulates human Rev-erb alpha binding to DNA. P20393. Rev-erbα–FITC-DNA binding, fluorescence polarization, 90 min. activity, % at 10 µM. 370,000 tested, 0.79% active;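 active means activity above about 14%, limit read from the data; passing the limit was not always enough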;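 further: 0% = DMSO wells with 35 nM protein and 100% = DMSO wells with 750 nM protein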
HTRA1 inh: blocks human HTRA1 serine peptidase; Q92743; recombinant HTRA1, FP-rhodamine activity-based probe, fluorescence polarization; inhibition, % at 5.96 µM; 340,000 tested, 0.5% active; AID 504803; in the data active means inhibition above about 36%;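 further: 0% = enzyme with DMSO and 100% = wells lacking enzyme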
PRMT1 FP inh: inhibitors of human PRMT1; Q99873; recombinant PRMT1, activity-based probe fluorescence polarization; inhibition, % at 2.79 µM; 370,000 tested, 1.3% active;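 active means inhibition above about 21% made by adding two undisclosed values, limit read from the data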
PG9 binder: small molecules binding HIV-1 gp120 antibody PG9. TR-FRET gp120-PG9 antibody binding. inhibition, % at 6.7 µM. 360,000 tested, 0.43% active; in the data active means inhibition above about 8.5%
rCAG RNA binder: binds r(CAG) RNA repeats; r(CAG) RNA repeat, TO-PRO-1 dye displacement fluorescence; inhibition, % at 3 µM; 370,000 tested, 1.3% active; AID 651821;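 active means inhibition above the plate cutoff, the mean of all test compounds on that plate plus 3 SD, cut at about 35% in these data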;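 further: 0% = DMSO alone and 100% = 100 µM mitoxantrone as full dye displacement; higher means more dye released from RNA so lower well fluorescence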
TDP2 absorb: TDP2 (human) inhibition, absorbance primary screen | O95551 | inhibition, % at 12.8 µM | AID 720702 | recombinant TDP2, T5PNP hydrolysis, p-nitrophenol absorbance 415 nm | 370,000 tested, 0.34% active;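 active means inhibition above the mean of all tested compounds plus 3 SD, set per campaign, cut at about 25% in these data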;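 further: 0% = DMSO with enzyme and 100% = buffer with substrate but no TDP2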
Target sequence (O95551 whole entry, looked up): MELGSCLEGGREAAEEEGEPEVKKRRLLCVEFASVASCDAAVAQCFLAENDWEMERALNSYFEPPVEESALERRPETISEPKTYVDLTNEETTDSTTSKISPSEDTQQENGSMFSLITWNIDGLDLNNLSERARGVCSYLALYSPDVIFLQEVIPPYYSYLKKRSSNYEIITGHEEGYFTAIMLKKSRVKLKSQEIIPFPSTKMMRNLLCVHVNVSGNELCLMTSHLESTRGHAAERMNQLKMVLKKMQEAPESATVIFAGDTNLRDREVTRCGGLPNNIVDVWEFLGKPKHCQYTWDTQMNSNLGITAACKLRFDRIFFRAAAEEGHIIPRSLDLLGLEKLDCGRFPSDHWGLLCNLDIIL
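Assay system: recombinant human TDP2 / Reagent: T5PNP substrate at 5 mM, a TopII-DNA adduct mimic / Measured by: epi absorbance from released p-nitrophenol / Evaluation: % inhibition relative to enzyme-containing and enzyme-free wells / Control set: enzyme-free and DMSO wells / Replicates: each compound tested once, singlicate / Schedule: enzyme reaction with compound for 2 h at 37 °C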
SIAE inh: blocks human sialic acid acetylesterase. SIAE FP-Rh probe binding, fluorescence polarization. AID 1053197. Q9HAT2. 370,000 tested, 0.69% active. inhibition, % at 9.66 µM;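 active means inhibition above a cutoff: mean of compounds within the control limits plus 3 SD of those, cut at about 17% in these data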;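 further: 0% = plate median of compound wells and 100% = probe without SIAE protein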
Target sequence (Q9HAT2 whole entry, looked up): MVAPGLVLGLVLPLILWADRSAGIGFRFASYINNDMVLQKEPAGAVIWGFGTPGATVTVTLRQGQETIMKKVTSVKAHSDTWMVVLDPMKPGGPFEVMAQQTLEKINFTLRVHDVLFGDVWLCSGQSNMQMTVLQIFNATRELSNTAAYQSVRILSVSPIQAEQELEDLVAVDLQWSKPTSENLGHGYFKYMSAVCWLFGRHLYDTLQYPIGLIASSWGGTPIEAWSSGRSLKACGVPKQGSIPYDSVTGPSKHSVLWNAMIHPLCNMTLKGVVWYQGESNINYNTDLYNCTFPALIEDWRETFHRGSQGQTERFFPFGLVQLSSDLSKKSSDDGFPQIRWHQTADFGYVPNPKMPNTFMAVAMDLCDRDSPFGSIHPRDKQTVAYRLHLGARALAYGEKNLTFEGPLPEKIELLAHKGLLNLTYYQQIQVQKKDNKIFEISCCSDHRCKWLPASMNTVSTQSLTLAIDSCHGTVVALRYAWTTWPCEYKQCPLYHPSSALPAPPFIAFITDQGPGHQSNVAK
Numbers without * were called inactive.

Results for Cc1ccnc(NS(=O)(=O)c2ccc(NC(=O)Cc3ccc(F)cc3)cc2)n1 ?
mABHD4 FP: 1; LEDGF integ inh: 4; TCR-CD3 inh: 5; Rev-erbA mod: 2; HTRA1 inh: 0; PRMT1 FP inh: -5; PG9 binder: 1.2; rCAG RNA binder: 3; TDP2 absorb: -4; SIAE inh: 1

What do the screens show for `CCCOc1ccc(C(=O)NC(=S)N2CCN(c3cc4c(cc3F)c(=O)c(C(=O)O)cn4CC)CC2)cc1`?
mABHD4 FP: 0; LEDGF integ inh: 5; TCR-CD3 inh: 0; Rev-erbA mod: 1; HTRA1 inh: 4; PRMT1 FP inh: -4; PG9 binder: -1.5; rCAG RNA binder: -4; TDP2 absorb: 7; SIAE inh: 0

Results for O=C(C=Cc1ccc(Cl)s1)c1ccc(Cl)s1 ?
mABHD4 FP: -17; LEDGF integ inh: -3; TCR-CD3 inh: 0; Rev-erbA mod: -2; HTRA1 inh: -30; PRMT1 FP inh: 4; PG9 binder: -3.2; rCAG RNA binder: 8; TDP2 absorb: -4; SIAE inh: 3

How did Cn1c2c(c(=O)c3ccccc31)CCCC2 do in these assays?
mABHD4 FP: 2; LEDGF integ inh: -2; TCR-CD3 inh: -1; Rev-erbA mod: 0; HTRA1 inh: 2; PRMT1 FP inh: -1; PG9 binder: -1.7; rCAG RNA binder: 0; TDP2 absorb: -9; SIAE inh: -6

Results for O=C(CCN1C(=O)c2ccccc2S1(=O)=O)N1CCN(c2ccccc2F)CC1 ?
mABHD4 FP: 3; LEDGF integ inh: 5; TCR-CD3 inh: 0; Rev-erbA mod: -6; HTRA1 inh: 1; PRMT1 FP inh: -3; PG9 binder: -0.9; rCAG RNA binder: -5; TDP2 absorb: 3; SIAE inh: -3

How did N=c1n(CCN2CCCCC2)c2ccccc2n1CC(=O)c1cccc([N+](=O)[O-])c1 do in these assays?
mABHD4 FP: 1; LEDGF integ inh: 2; TCR-CD3 inh: -3; Rev-erbA mod: -5; HTRA1 inh: -8; PRMT1 FP inh: -1; PG9 binder: -1.0; rCAG RNA binder: 8; TDP2 absorb: -17; SIAE inh: 2

Results for O=C(CN1CCN(S(=O)(=O)c2ccc(F)cc2)CC1)NCc1cccs1 ?
mABHD4 FP: -4; LEDGF integ inh: 6; TCR-CD3 inh: -3; Rev-erbA mod: -4; HTRA1 inh: -2; PRMT1 FP inh: 6; PG9 binder: 1.3; rCAG RNA binder: -4; TDP2 absorb: -5; SIAE inh: 10

What do the screens show for `Cc1cc(/C(N)=N/OC(=O)Nc2ccccc2)no1`?
mABHD4 FP: -8; LEDGF integ inh: 0; TCR-CD3 inh: 0; Rev-erbA mod: 4; PRMT1 FP inh: 0; PG9 binder: 1.1; rCAG RNA binder: 2; TDP2 absorb: 4; SIAE inh: 3

What do the screens show for `Cc1cn([C@H]2C[C@H](O)[C@@H](CNC(=O)[C@H]3CCC(=O)N3)O2)c(=O)[nH]c1=O`?
mABHD4 FP: 3; LEDGF integ inh: 3; TCR-CD3 inh: -5; Rev-erbA mod: -7; HTRA1 inh: 0; PRMT1 FP inh: 2; PG9 binder: 1.4; rCAG RNA binder: 0; TDP2 absorb: 0; SIAE inh: 6

How did Cc1[nH]c2ccccc2c1C(=O)CN1C(=O)C(=O)N(C2CCCC2)C1=O do in these assays?
mABHD4 FP: 0; LEDGF integ inh: 1; TCR-CD3 inh: 6; Rev-erbA mod: -1; HTRA1 inh: 3; PRMT1 FP inh: 0; PG9 binder: 2.0; rCAG RNA binder: 8; TDP2 absorb: 26*; SIAE inh: -13

What do the screens show for `O=C(C1CCN(CC2CCCCC2)CC1)N1CCCC1`?
mABHD4 FP: 8; LEDGF integ inh: 2; TCR-CD3 inh: 3; Rev-erbA mod: -5; HTRA1 inh: 6; PRMT1 FP inh: -1; PG9 binder: -1.0; rCAG RNA binder: -1; TDP2 absorb: 8; SIAE inh: 0

Results for O=C(O)/C=C\C(=O)Nc1cccc(C(=O)Nc2cccc(O)c2)c1 ?
mABHD4 FP: -1; LEDGF integ inh: 3; TCR-CD3 inh: 0; Rev-erbA mod: 7; HTRA1 inh: -7; PRMT1 FP inh: 3; PG9 binder: -1.2; rCAG RNA binder: 2; TDP2 absorb: 6; SIAE inh: 9

How did O=C(N/N=C/c1ccc(Cl)c([N+](=O)[O-])c1)c1cnccn1 do in these assays?
mABHD4 FP: 5; LEDGF integ inh: 1; TCR-CD3 inh: 9; Rev-erbA mod: 0; HTRA1 inh: 3; PRMT1 FP inh: 0; PG9 binder: -1.6; rCAG RNA binder: 0; TDP2 absorb: -4; SIAE inh: -2

What do the screens show for `CCn1c(=S)sc2c(=O)n(CC(=O)Nc3ccccc3C(F)(F)F)c(C)nc21`?
mABHD4 FP: -7; LEDGF integ inh: -2; TCR-CD3 inh: -4; Rev-erbA mod: 7; HTRA1 inh: 9; PRMT1 FP inh: 5; PG9 binder: 1.1; rCAG RNA binder: -4; TDP2 absorb: -6; SIAE inh: 1

Results for Cc1cc(N=Cc2c(O)n(-c3ccc4c(c3)OCO4)c(=O)c3ccccc23)ccn1 ?
mABHD4 FP: 4; LEDGF integ inh: 0; TCR-CD3 inh: 4; Rev-erbA mod: -15; HTRA1 inh: -8; PRMT1 FP inh: -1; PG9 binder: -1.4; rCAG RNA binder: 6; TDP2 absorb: -3; SIAE inh: 0

How did COc1ccc(CCC(=O)N2CCN(S(=O)(=O)c3ccc4ccccc4c3)CC2)cc1 do in these assays?
mABHD4 FP: 4; LEDGF integ inh: 2; TCR-CD3 inh: 3; Rev-erbA mod: -4; HTRA1 inh: -3; PRMT1 FP inh: 1; PG9 binder: -0.1; rCAG RNA binder: 5; TDP2 absorb: -3; SIAE inh: 1

Results for N#CCCN(Cc1cccnc1)C(=O)Nc1ccccc1 ?
mABHD4 FP: 0; LEDGF integ inh: -2; TCR-CD3 inh: -3; Rev-erbA mod: 2; HTRA1 inh: 3; PRMT1 FP inh: 5; PG9 binder: 0.2; rCAG RNA binder: -3; TDP2 absorb: -2; SIAE inh: 0

What do the screens show for `COc1cc(C(=O)N(Cc2ccccc2)c2cccc(C)c2)ccc1OC(F)F`?
mABHD4 FP: -7; LEDGF integ inh: 3; TCR-CD3 inh: 2; Rev-erbA mod: 0; HTRA1 inh: -18; PRMT1 FP inh: -3; PG9 binder: -1.6; rCAG RNA binder: -7; TDP2 absorb: 11; SIAE inh: -2

Results for CCOC(=O)C1=C(C)NC(C)=C(C(=O)OCC)C1c1ccc(O)cc1 ?
mABHD4 FP: 0; LEDGF integ inh: 0; TCR-CD3 inh: 3; Rev-erbA mod: -1; HTRA1 inh: -2; PRMT1 FP inh: 0; PG9 binder: -2.9; rCAG RNA binder: -2; TDP2 absorb: 8; SIAE inh: -4

What do the screens show for `Cc1ccc(CNC(=O)Cn2cccc2)cc1`?
mABHD4 FP: -2; LEDGF integ inh: -2; TCR-CD3 inh: -2; Rev-erbA mod: -3; HTRA1 inh: -5; PRMT1 FP inh: 3; PG9 binder: -1.0; rCAG RNA binder: -1; TDP2 absorb: -10; SIAE inh: -7

Two compounds picked at random from those above:
What do the screens show for `COc1cc(C(=O)N(Cc2ccccc2)c2cccc(C)c2)ccc1OC(F)F`?
mABHD4 FP: -7; LEDGF integ inh: 3; TCR-CD3 inh: 2; Rev-erbA mod: 0; HTRA1 inh: -18; PRMT1 FP inh: -3; PG9 binder: -1.6; rCAG RNA binder: -7; TDP2 absorb: 11; SIAE inh: -2

How did O=C(N/N=C/c1ccc(Cl)c([N+](=O)[O-])c1)c1cnccn1 do in these assays?
mABHD4 FP: 5; LEDGF integ inh: 1; TCR-CD3 inh: 9; Rev-erbA mod: 0; HTRA1 inh: 3; PRMT1 FP inh: 0; PG9 binder: -1.6; rCAG RNA binder: 0; TDP2 absorb: -4; SIAE inh: -2

More compounds
What do the screens show for `Cc1ccc(/C(N)=N/OC(=O)COc2ccc(Cl)c(C)c2)cc1`?
mABHD4 FP: 9; LEDGF integ inh: -1; TCR-CD3 inh: 5; Rev-erbA mod: -5; HTRA1 inh: -4; PRMT1 FP inh: 3; PG9 binder: -1.8; rCAG RNA binder: 0; TDP2 absorb: 5; SIAE inh: -4

What do the screens show for `Cc1ccc(N(CC(=O)NC(C)(C)C)C(=O)CCC(=O)Nc2nccs2)cc1C`?
mABHD4 FP: -2; LEDGF integ inh: 1; TCR-CD3 inh: -1; Rev-erbA mod: 2; HTRA1 inh: 2; PRMT1 FP inh: -2; PG9 binder: -2.4; rCAG RNA binder: -8; TDP2 absorb: 2; SIAE inh: 5

What do the screens show for `Cc1cc(-c2nc3ncccc3o2)ccc1NC(=O)CC(C)C`?
mABHD4 FP: -7; LEDGF integ inh: 0; TCR-CD3 inh: -6; Rev-erbA mod: 2; HTRA1 inh: -2; PRMT1 FP inh: 3; PG9 binder: 0.5; rCAG RNA binder: -1; TDP2 absorb: -5; SIAE inh: -1

How did O=C(CN(CC1CCCO1)C(=O)CCC(=O)Nc1nccs1)NCC1CCCO1 (configuration not stated) do in these assays?
mABHD4 FP: 2; LEDGF integ inh: -1; TCR-CD3 inh: -1; Rev-erbA mod: -2; HTRA1 inh: -5; PRMT1 FP inh: -1; PG9 binder: -1.1; rCAG RNA binder: 0; TDP2 absorb: 14; SIAE inh: 2

Results for CCc1ccc(OCC2Cn3c(nc4c3c(=O)[nH]c(=O)n4C)O2)cc1 (configuration not stated) ?
mABHD4 FP: -1; LEDGF integ inh: -2; TCR-CD3 inh: -7; Rev-erbA mod: -4; HTRA1 inh: -3; PRMT1 FP inh: 2; PG9 binder: 0.2; rCAG RNA binder: -4; TDP2 absorb: 9; SIAE inh: -2

How did O=C(Nc1ccccc1)C1=C[C@H](c2ccc(Br)cc2)C[C@H](OCc2ccc(CO)cc2)O1 do in these assays?
mABHD4 FP: -38; LEDGF integ inh: 2; TCR-CD3 inh: 3; Rev-erbA mod: -2; HTRA1 inh: -70; PRMT1 FP inh: -2; PG9 binder: -0.3; rCAG RNA binder: 3; TDP2 absorb: -9; SIAE inh: -19

What do the screens show for `CSc1ncccc1C(=O)Nc1nc2c(C)cccc2s1`?
mABHD4 FP: 2; LEDGF integ inh: -1; TCR-CD3 inh: -5; Rev-erbA mod: 9; HTRA1 inh: -8; PRMT1 FP inh: -3; PG9 binder: 0.9; rCAG RNA binder: 10; TDP2 absorb: -18; SIAE inh: -4

From PubChem

This is a subset. The share of hits here may be higher or lower than overall.
